UDG counter: UDG inhibition counter-screen; FRET deamination/UDG coupled assay, UDG read, 4 h; Potency, µM (doses to about 115 µM), for inactives: top-dose activity change, negative = inhibition, hits mostly inhibitors; 91,000 compounds, 0.14% hits; AID 1347430; further: nearly all actives have a fitted effect of over 65% in size
AID inhibitor: inhibitors of human activation induced cytidine deaminase; Q9GZX7; AID deamination FRET fluorescence, UDG-coupled, 4 h; Potency, µM (doses to about 115 µM), for inactives: at the highest dose activity change, negative = inhibition, actives largely listed as inhibitors; 91,000 compounds, 0.32% hits; further: nearly all actives have a fitted effect of over 25% in size
Target sequence (Q9GZX7 whole entry, looked up): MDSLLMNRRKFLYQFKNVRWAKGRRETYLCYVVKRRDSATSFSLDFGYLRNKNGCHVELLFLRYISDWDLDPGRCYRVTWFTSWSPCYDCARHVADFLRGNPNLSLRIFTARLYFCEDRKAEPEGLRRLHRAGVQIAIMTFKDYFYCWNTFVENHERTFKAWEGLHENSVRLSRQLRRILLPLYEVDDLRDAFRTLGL
Active calls of the source: *; u = inconclusive; & = joins results of further samples; [ ] = dose if it differs, or a comment. The call rests on the fitted dose curve; in most records, active means well fitted curve in the direction sought with a large enough effect; inconclusive means small, poorly fitted or top-dose-only effect, or another doubt; inactive means no such curve, though single readings can be large; an effect the other way counts as inactive or inconclusive. On the % scale 0 is the no-effect control and ±100 the full control effect; potency means the concentration at half of the fitted maximal effect. These rows are one share of the data (hit frequency here may not be typical).

Below each compound: UDG counter	AID inhibitor
CCOC(=O)C1CCCN(C(=O)Cn2ncc3c(C)n(Cc4ccc(Cl)cc4)c(C)c3c2=O)C1 (stereo not drawn)
    30%	10%
COc1ccc2c(c1)NC(c1ccc(F)cc1)=NC(c1ccc(F)cc1)=N2
    -28%	u
Oc1ccc(Cl)cc1C=Nc1ccccc1C(F)(F)F
    -4%	-12%
O=C(NCCc1cccnc1)c1ccc(C(F)(F)F)cc1
    -4%	-6%
CSCc1ccc(C(=O)NCc2ccccc2)o1
    5%	7%
O=S(=O)(NCCc1csc2nc(-c3ccccc3)nn12)c1ccc(Cl)s1
    2%[57.5 µM]	1%
Cc1ccc(CNC(=O)c2cc(S(=O)(=O)N3CCCCCC3)cn2C)cc1
    8%	11%
Cc1ccc(C)c(Cn2c(=O)n(-c3ccc(Cl)cc3)c(=O)c3c(C)c(C)sc32)c1
    -1%	4%
Fc1ccc(NCc2nnc3n2CCCCC3)cc1Cl
    -2%	0%
COc1ccc(NC(=O)c2cn3c4c(ccc(Cl)c4c2=O)OC(C)C3)cc1OC (stereo not drawn)
    7%	32%[activator]
O=c1oc2c3c(ccc2c2ccccc12)OCN(Cc1ccccc1Cl)C3
    7%	-6%
CCOc1ccccc1NC(=O)CSc1cc(=O)n(CC)c2ccccc12
    -7%	u
O=S(=O)(/N=C/c1cccs1)c1ccc(Cl)cc1
    -2%	4%
CCCCCCc1cc2c(-c3ccccc3)cc(=O)oc2cc1O
    5%	1%
COc1ccc(N2CCN(C(=O)c3cccn3-c3nnc(N4CCCC4)s3)CC2)cc1
    17%	5%
CN(c1ccccc1)S(=O)(=O)c1cccc(C(=O)N2CCN(c3ncccn3)CC2)c1
    -5%	-8%
CCCCc1cc(=O)oc2cc(C)cc(OC(C)C(=O)NCCCO)c12 (stereo not drawn)
    2%	-3%
O=C(Nc1ccc(F)cc1)c1ccccc1-c1ccccc1
    -1%	-2%
Cc1cc(C)cc(NC(=O)COCc2cc(-c3ccc4c(c3)OCO4)on2)c1
    79µM*	u
O=C(NCC(c1ccc(Cl)cc1)N1CCCCC1)c1ccccc1F (stereo not drawn)
    6%	-8%
C=CCN(CCC(=O)NC(N)=O)Cc1ccccc1
    7%	3%
CN(Cc1ccc(C(N)=O)cc1)C(=O)c1cc2ccccc2[nH]1
    6%	0%
CC(C)NC(=O)NC(=O)CSc1nc2ccccc2c(=O)n1-c1ccccc1Cl
    3%	-8%
Cc1ccc(N(CC(=O)N2CCN(c3cc(C)ccc3C)CC2)S(=O)(=O)c2c(C)nn(C)c2C)cc1
    -14%	u
CCc1ccc(NC(=O)CC(C)(C)CC(=O)O)cc1
    2%	-6%
Cc1ccc(-c2csc(-c3nc(-c4ccc(C)cc4C)cs3)n2)cc1
    -4%	-4%
Cc1ccc(C)c(NC(=O)C(=O)NCCc2csc3nc(-c4ccccc4C)nn23)c1
    -25%	1%
O=C(O)c1csc2ccccc12
    6%	6%
O=C(Nc1ccccc1F)C1C(c2ccccc2)C1(Cl)Cl (stereo not drawn)
    -11%	-9%
CCn1nc(-c2ccccc2)c(-c2ccccc2)c(C(=O)Nc2ccccc2C#N)c1=O
    6%[57.5 µM]	-7%

Record cards, as listed above:
Results for CCOC(=O)C1CCCN(C(=O)Cn2ncc3c(C)n(Cc4ccc(Cl)cc4)c(C)c3c2=O)C1 (stereo not drawn) : UDG counter = 30%; AID inhibitor = 10%
Results for CCn1nc(-c2ccccc2)c(-c2ccccc2)c(C(=O)Nc2ccccc2C#N)c1=O : UDG counter = 6%[57.5 µM]; AID inhibitor = -7%

Further structures:
Below each compound: UDG counter	AID inhibitor
Cc1ccc(NC(=O)Cn2c(=O)n(Cc3ccccc3)c(=O)c3sc4ccccc4c32)cc1
    -5%	-13%
S=C(Nc1ccc(Cl)cc1)N1CCc2ccccc21
    7%	-1%
O=C(CSc1nnnn1C1CC1)c1ccc2c(c1)Cc1ccccc1-2
    -5%	2%
COc1ccc(NC(=O)c2ccc(CNS(=O)(=O)c3ccc4c(c3)C(C)(C)C(=O)N4C)cc2)cc1
    1%	5%
COc1ccc(C(=O)C(Br)C(=O)c2ccc(OC)cc2)cc1
    -2%	28%
Cc1ccc(C)c(C(=O)Nc2ccc(Cl)c(C(F)(F)F)c2)c1
    -8%	-11%
CCc1ccc(C(=O)c2cn(CC(=O)Nc3cc(OC)ccc3OC)c3ccc(Cl)cc3c2=O)cc1
    -5%	-8%
Cc1cc(C)cc(NC(=O)c2cccc(N3CCCS3(=O)=O)c2)c1
    24%	8%
CCCNC(=O)NC(C)(C)C(=O)O
    5%	2%
CCOC(=O)c1cc2c(=O)n3ccccc3nc2n(Cc2ccco2)c1=NC(=O)c1ccc(OC)cc1
    -4%	-21%
O=C(COc1ccccc1F)Nc1c(C(=O)Nc2cccc(F)c2)oc2ccccc12
    10%	7%
O=C(Nc1ccc(Cl)c(C(F)(F)F)c1)C(Cc1ccccc1)NS(=O)(=O)c1ccc(Br)s1 (stereo not drawn)
    -20%[57.5 µM]	-10%
CCC(=O)N1CCc2cc(CNS(=O)(=O)c3cc(Cl)ccc3OC)ccc21
    -3%[57.5 µM]	2%
Cc1ccc2c(=O)cc(C(=O)Nc3sc4c(c3C(=O)NCc3ccco3)CCCC4)oc2c1C
    -13%[57.5 µM]	5%
Cc1cc(C)c2c(n1)SCCN2C(=O)CCC(=O)NCc1cccc(Br)c1
    9%	1%
CCOC(=O)C(=C(C#N)C#N)C1=C(N2CCOCC2)/C(=C/c2ccccc2)CC1
    -3%	23%
COC(=O)c1ccccc1NC(=O)c1cc2cc(C)ccc2n1C
    9%	-10%
Cc1cc(C)cc(NC(=O)CN(C)S(=O)(=O)c2ccc3c(c2)CCC(=O)N3)c1
    6%[57.5 µM]	21%[57.5 µM]
COc1ccc(CCNC(=O)CCc2c(C)c3ccc(O)c(C)c3oc2=O)cc1
    -12%	28%
COc1ccc(Cl)cc1NC(=O)C(C)N1Cc2ccccc2C1=O (stereo not drawn)
    u	-5%
Cc1ccc(C)c(N2CCN(C(=O)c3cc4cc5ccc(C)cc5nc4o3)CC2)c1
    2%	-3%
CCOC(=O)c1c(NC(=O)c2cc(=O)c3cc(Cl)ccc3o2)sc(C)c1C
    -1%[57.5 µM]	4%
O=C(O)c1ccc2c(c1)c(C(C(=O)O)N1CCN(Cc3cccnc3)CC1)cn2Cc1ccccc1 (stereo not drawn)
    -1%	7%
Cc1ccc(S(=O)(=O)N2CCCc3cc(NS(=O)(=O)c4cc(F)ccc4F)ccc32)cc1
    8%	1%
Cc1cc(Cl)ccc1OCC(=O)NCc1ccc(-c2nc3ncccc3o2)cc1
    1%	-13%
Cc1ccc(S(=O)(=O)NC2(C(F)(F)F)C(=O)Nc3c2c(=O)[nH]c(=O)n3-c2ccccc2)cc1 (stereo not drawn)
    2%	28%
N#Cc1nc(-c2ccco2)oc1NCCN1CCOCC1
    1%	-5%
Cc1ccc(NC(=O)C(C)Sc2nc3c(c(=O)[nH]2)CCCC3)cc1Cl (stereo not drawn)
    -7%	10%
CCOc1ccccc1NC(=O)CCCc1nc(-c2ccccc2Cl)no1
    -12%	u
O=C(NC1CCCCC1)c1ccc2ncsc2c1
    -3%	0%
CCOc1cccc2cc(-c3nnc(Nc4ccc(F)c(Cl)c4)s3)c(=O)oc12
    -3%	0%
COC(=O)c1ccc(Nc2nc(-c3ccc(C)cc3)nc3ccccc23)cc1
    -19%&-8%	-12%&-27%
CCN(C(=O)c1c(C)oc2ncn(CC(C)C)c(=O)c12)c1cccc(Cl)c1
    u	-23%
CCCC(=O)NNC(=S)NC(C)C
    1%	10%
N[C@H]1CONC1=O
    -2%	-1%
O=C(CCNc1nc(Cl)nc2nc[nH]c12)NCCCO
    -13%	-9%
Cn1nnnc1SCCCNCc1ccccc1OCc1ccc(Cl)cc1
    -9%	9%
Cc1ccc(-c2ccc(=O)n(CC(=O)NCCc3ccccc3)n2)cc1
    -10%	-7%
CCOc1ccc(Cl)cc1CNCCCSc1nnnn1C
    -4%	-17%
COc1cc(CC(=O)OC(C)c2ccc(F)cc2)cc(OC)c1OC (stereo not drawn)
    -1%	-9%
CN(CC(=O)NC(=O)NC1CCCCC1)C(c1ccccc1)c1ccccc1
    -2%	-8%
CCOc1ccc(-c2nonc2NC(=O)COc2ccc(C)c(C)c2)cc1OCC
    3%	14%
COc1cccc(-c2c(NC(=O)c3ccc([N+](=O)[O-])cc3)oc3ccc(Cl)cc3c2=O)c1
    -5%	-2%
CCn1nc(C(=O)N(C)CCOc2ccc(C)cc2)c2ccccc2c1=O
    6%	-8%
CC(C)c1ccc(NC(=O)c2ccc(F)c(S(=O)(=O)N3CCc4ccccc43)c2)cc1
    -1%	7%
O=C(NCCc1ccc(Cl)cc1)C12CC3CC(CC(C3)C1)C2
    -1%	-11%
CCc1ccc2oc(C(=O)Nc3nonc3CC)c(C)c2c1
    -9%	3%
CCOc1ccc(NC(=O)[C@@H](c2ccccc2)N2Cc3ccccc3C2=O)cc1
    -19%	u
CCOc1ccc(C(=O)CSc2nc3cc(C(=O)NC4CCCC4)ccc3c(=O)n2CC2CCCO2)cc1 (stereo not drawn)
    11%	8%
CCOc1ccc(NC(=O)CCc2c(C)nc3c4c(C)cc(C)nc4nn3c2C)cc1
    -13%[57.5 µM]	-3%
COC(=O)c1ccccc1-c1ccc(C(C)=O)o1
    2%	9%
N#Cc1ccc(/C=N/Nc2ccccc2C(F)(F)F)cc1
    -3%	-6%
Cc1ccc(S(=O)(=O)N2CCCc3cc(NS(=O)(=O)c4ccccc4)ccc32)cc1
    5%	2%
COc1ccc(CC(=O)OCc2ccccc2C#N)c(OC)c1
    0%	-5%
CCOc1ccc(C(C)NC(=O)Cc2cccs2)cc1OCC (stereo not drawn)
    1%	5%
CC(C)(C)c1cc(C(C)(C)C)c2oc(=O)c(-c3nc4ccc(C(=O)O)cc4[nH]3)cc2c1
    -9%	u
Cn1cc(C(=O)NC2CCN(Cc3nnc(C(C)(C)C)o3)CC2)cn1
    -2%	6%
COc1ccc(-c2[nH]c(-c3ccc(Cl)cc3)nc2SCC(=O)NCC2CCCO2)cc1 (stereo not drawn)
    9%	-29%
COC(=O)C1=C(C(=O)c2ccc(C)cc2)C(c2ccc(C(C)C)cc2)n2nnnc2N1 (stereo not drawn)
    4%	-7%
CCc1ccc(NC(=O)Cn2c(=O)n(CCCC(=O)NCc3ccccc3OC)c(=O)c3ccccc32)cc1
    -4%	1%

Continued:
Below each compound: UDG counter	AID inhibitor
O=C(CSc1nnc2n(-c3ccccc3)c(=O)c3ccccc3n12)Nc1ccc(OC(F)F)cc1
    2%	-6%
CCOc1ccccc1NC(=O)CSc1nc2c(sc3ccccc32)c(=O)n1CCCC(=O)NC1CCCC1
    -3%	-5%
CCc1ccccc1NC(=O)Cn1c(=O)n(Cc2ccccc2)c(=O)c2c(C)c(C(=O)N(C)C)sc21
    0%	u
N=C(N)c1cccc(OCc2cccnc2)c1
    -6%	3%
CC(OC(=O)c1cccs1)C(=O)c1c[nH]c2ccccc12 (stereo not drawn)
    11%	2%
COc1cccc(C(=O)Oc2ccc(OC(=O)c3cccc(OC)c3)cc2)c1
    -12%	-4%
Cc1ccc(C)c(NC(=O)C(c2ccccc2)N2Cc3ccccc3C2=O)c1 (stereo not drawn)
    -5%&0%	-7%&-11%
CCOC(=O)c1cccc(Nc2cc(C)nc(C)n2)c1
    1%	10%
Cc1ccc(S(=O)(=O)N(Cc2nc(-c3ccc(Cl)cc3)no2)C2CCCCC2)cc1
    2%	-7%
COc1ccc(CNC(=O)c2ccc3c(c2)N(Cc2ccc(C)cc2)CCS3)cc1
    9%	9%
CC(SC(C)c1ccc(F)cc1)C(=O)NC(N)=O (stereo not drawn)
    -5%	4%
COc1ccc(N2Cc3cccc(C(=O)Nc4ccc(Cl)cc4)c3C2=O)cc1
    3%	11%
O=C(CC1C=CCC1)NCCc1cccs1 (stereo not drawn)
    -6%	-2%
CCOc1ccc(NC(=O)Nc2c[nH]c(=O)[nH]c2=O)cc1
    9%	72%[activator]
Cc1ccc(CC(=O)Nc2cc(C(C)(C)C)ccc2O)cc1
    -1%	-2%
CC(=O)c1cnn(-c2cc(NC3CCCC3)nc(-c3ccccc3)n2)c1C
    -6%	-5%
OCC(CO)(CO)NCc1ccc(-c2ccccc2)cc1
    -4%	-4%
Cc1ccc(C(=O)Nc2ccc(Cl)c(C(F)(F)F)c2)c(C)c1
    -7%	-9%
CC(C)CNC(=O)c1ccc(C2Nc3cc(C(F)(F)F)ccc3S(=O)(=O)N2)cc1 (stereo not drawn)
    2%	-4%
CSc1ccccc1C(=O)Nc1ccccc1-c1ccccc1
    -14%	-18%

2 records picked at random from those above:
Below each compound: UDG counter	AID inhibitor
O=C(CSc1nnc2n(-c3ccccc3)c(=O)c3ccccc3n12)Nc1ccc(OC(F)F)cc1
    2%	-6%
CC(C)CNC(=O)c1ccc(C2Nc3cc(C(F)(F)F)ccc3S(=O)(=O)N2)cc1 (stereo not drawn)
    2%	-4%

Compound activity as filed in PubChem BioAssay.
